# From PubChem BioAssay
# esBAF inh: blocks esBAF chromatin remodeling in mouse ES cells. Bmi1-luciferase knock-in reporter, 24 h; 100% = twice the neutral-well signal. reporter increase, % at 12.5 µM. hit rate 2% among 350,000. AID 602393; in the data active = activation above about 40%;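 also: 0% = median of the plate's neutral control wells and 100% = double that signal; a rise in the Bmi1 reporter signal indicates esBAF inhibition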
# CASP6 VEID inh: caspase-6 (human) enzyme inhibition; hit rate 0.53% among 350,000; inhibition, % at 12.5 µM; P55212; purified caspase-6, Z-VEID-R110 cleavage fluorescence;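 active = mean inhibition across replicates at least about 35%, with every replicate also reaching that limit, limit read from the data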;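 also: 0% = median of neutral control wells and 100% = no fluorescence left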
# Target sequence (P55212 24-179 limits assumed): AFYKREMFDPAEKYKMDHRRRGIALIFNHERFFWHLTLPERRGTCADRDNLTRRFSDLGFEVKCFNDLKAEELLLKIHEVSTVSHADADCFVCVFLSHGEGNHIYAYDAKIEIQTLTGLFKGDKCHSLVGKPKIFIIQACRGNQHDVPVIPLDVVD
# Target sequence (P55212 194-293 limits assumed): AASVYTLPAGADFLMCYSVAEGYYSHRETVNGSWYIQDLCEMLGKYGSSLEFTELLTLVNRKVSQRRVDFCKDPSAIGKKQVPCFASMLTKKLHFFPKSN
# RAD54 branch: RAD54 (human) branch migration inhibition | Q92698 | RAD54 Holliday junction branch migration, FAM/BHQ fluorescence | inhibition, % at 10.4 µM | hit rate 0.14% among 360,000 | AID 602329;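 active = mean normalized replicate activity at least 40 and at least half of replicates scoring 40 or more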;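 also: 0% = median of neutral control wells and 100% = median of positive control wells; inhibitors cause a drop in the FAM fluorescence signal; in these data hits start at about 50%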
# Target sequence (Q92698 whole entry, looked up): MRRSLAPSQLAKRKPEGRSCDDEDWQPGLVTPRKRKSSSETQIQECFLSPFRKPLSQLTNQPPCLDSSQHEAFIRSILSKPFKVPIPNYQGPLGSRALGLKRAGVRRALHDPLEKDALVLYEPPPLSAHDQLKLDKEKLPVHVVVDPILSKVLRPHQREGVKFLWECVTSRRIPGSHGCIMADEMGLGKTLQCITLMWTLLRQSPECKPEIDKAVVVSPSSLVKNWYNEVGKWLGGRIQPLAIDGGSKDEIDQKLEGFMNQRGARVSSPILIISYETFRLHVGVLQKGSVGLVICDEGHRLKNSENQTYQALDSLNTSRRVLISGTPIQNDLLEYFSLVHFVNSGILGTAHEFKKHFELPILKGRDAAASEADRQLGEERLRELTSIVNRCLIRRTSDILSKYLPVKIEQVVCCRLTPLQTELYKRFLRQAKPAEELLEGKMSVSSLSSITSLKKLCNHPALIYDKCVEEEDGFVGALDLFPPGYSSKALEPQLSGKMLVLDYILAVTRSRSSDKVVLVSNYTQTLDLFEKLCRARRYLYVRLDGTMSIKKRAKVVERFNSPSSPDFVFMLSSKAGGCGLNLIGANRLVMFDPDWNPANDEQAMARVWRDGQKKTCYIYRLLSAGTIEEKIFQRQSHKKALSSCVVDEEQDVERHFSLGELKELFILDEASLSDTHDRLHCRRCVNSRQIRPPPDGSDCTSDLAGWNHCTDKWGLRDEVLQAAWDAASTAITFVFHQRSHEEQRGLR
# PglD inh: inhibitors of Campylobacter jejuni PglD acetyltransferase | purified PglD enzyme, DTNB colorimetric CoA detection | inhibition, % at 12.5 µM | hit rate 0.098% among 360,000; in the data active = inhibition above about 16%, passing the limit was not always enough; also: strong numbers were not always called active
# ERp5 inh: inhibitors of human ERp5; Q15084; ERp5 insulin aggregation, absorbance 650 nm, 90 min; inhibition, % at 9.99 µM; hit rate 0.05% among 350,000; AID 651711;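 active = mean replicate inhibition above about 25%, with every replicate also reaching it, limit read from the data, passing the limit was not always enough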
# ARNT TACC3 PPI: ARNT/TACC3 interaction disruption; AlphaScreen His-ARNT PAS-B/GST-TACC3 binding, luminescence; TACC3 fragment carries E629A point mutation; Q9Y6A5; AID 623870; inhibition, % at 9.99 µM; hit rate 0.66% among 390,000;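 active = mean inhibition of replicates at least 50% and at least half of replicates each reaching 50%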;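 also: 0% = complete ARNT plus TACC3 wells and 100% = ARNT alone without TACC3; many hits fall short of the cut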
# E-selectin induc: E-selectin induction on HUVECs. activation, % at 7.58 µM. HUVEC E-selectin immunofluorescence imaging; normalized: neutral wells 0, TNF-alpha wells 100. P16581. hit rate 0.37% among 260,000. AID 686992;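 active = mean E-selectin-positive cell signal at least 10% of the positive control, reached in at least 60% of replicates, without over 20% cell loss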;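 also: in these data hits start at about 27%; measured in HUVEC primary endothelial cells; signal is the percent of cells scored E-selectin positive by PE staining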
#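 Material: HUVEC primary endothelial cells; Amount: 3,000 cells per well; Dosing: single concentration; Medium: EGM-2 growth medium on 0.1% gelatin-coated wells; Read-out basis: percent E-selectin-positive cells; Signal: immunofluorescence imaging; Control set: TNF-alpha, DMSO.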
# RAD52 inh: inhibitors of human RAD52 DNA annealing; P43351; recombinant RAD52 DNA annealing, FRET fluorescence; inhibition, % at 18.7 µM; hit rate 0.46% among 360,000;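 active = every replicate showing at least 50% inhibition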
# * = called active by the depositor; nt = no result given.
SMILES,esBAF inh,CASP6 VEID inh,RAD54 branch,PglD inh,ERp5 inh,ARNT TACC3 PPI,E-selectin induc,RAD52 inh
COc1ccc(/C=N/Nc2nc(-c3cccnc3)nc3ccccc23)c(OC)c1,nt,-1,6,-6,2,-12,0.0,-51
CCCCn1c(N)c(N(CCOC)C(=O)c2sc3ccccc3c2Cl)c(=O)[nH]c1=O,2,2,-1,-2,-1,-16,0.0,-11
CCn1c(=S)sc2c(=O)n(CC(=O)NCCCc3ccccc3)c(C)nc21,-1,3,-1,-1,2,1,nt,-24
COc1cc(NC(=O)NS(=O)(=O)c2ccc(C)cc2)cc(OC)c1,2,nt,11,0,nt,-3,nt,nt
CCOc1ccc(/C(O)=C/C(=O)C(=O)Nc2ccc(S(=O)(=O)NC(C)=O)cc2)cc1,nt,1,nt,nt,-4,12,nt,-22
C[C@H]1CCCCO[C@H](CN(C)Cc2ccncc2)[C@@H](C)CN([C@@H](C)CO)C(=O)c2cc(NC(=O)CCC(F)(F)F)ccc2O1,-4,-4,0,0,1,14,0.0,-7
Cc1cccc(N(CC(=O)NC2CCCC2)C(=O)CCC(=O)Nc2ccccn2)c1,-4,-6,-7,-6,1,-5,nt,0
Cc1ccc(S(=O)(=O)Nc2ccc3c(c2)C(=O)N([C@@H](C)CO)C[C@@H](C)[C@H](CN(C)S(=O)(=O)c2ccc(Cl)cc2)OCCCC[C@@H](C)O3)cc1,10,nt,-3,2,nt,-7,0.4,nt
Cc1ccc(-c2ccc3c(c2)O[C@@H](CN(C)Cc2cccnc2)[C@H](C)CN([C@@H](C)CO)S3(=O)=O)cc1,0,3,5,4,-3,4,-0.2,-1
O=C(NCCCn1ccnc1)C1CCCN(S(=O)(=O)c2cc(Cl)ccc2Cl)C1 (centres undefined),2,-11,2,-2,5,12,0.0,-4
COc1cc(CNc2ncnc3c2ncn3[C@H]2CN(Cc3ccccc3)C[C@@H](COC(C)=O)O2)cc(OC)c1OC,-3,1,3,2,1,nt,0.0,-24
O=C(CCl)Nc1ccc(Sc2ccc(NC(=O)CCl)cc2)cc1,nt,1,nt,nt,11,-4,-0.2,-23
CCOc1ccc(C2C(C(=O)c3cccs3)=C(O)C(=O)N2Cc2cccnc2)cc1 (centres undefined),nt,1,nt,nt,-11,2,nt,-14
COc1cccc(-c2c(C(=O)N/N=C/c3cccs3)nnn2-c2nonc2N)c1,-2,nt,5,4,nt,12,nt,nt
CCOC(=O)c1cc(CC)sc1NC(=O)c1cccc(N2C(=O)CCC2=O)c1,nt,-3,nt,nt,1,-12,0.2,-6
O=C(Nc1nnc(CC(=O)N2CCOCC2)s1)c1cccs1,-4,nt,4,2,nt,-4,nt,nt
CCCCn1c(N)c(N(CCOC)C(=O)c2ccco2)c(=O)[nH]c1=O,nt,7,-6,-1,1,-4,8.9,-4
CCN(c1ccccc1)S(=O)(=O)c1cc2c(cc1C)N(C)CCO2,-10,0,-4,4,2,11,-0.3,-5
O=C(O)C(Cc1ccccc1)N1C(=O)/C(=C/C=C/c2ccco2)SC1=S (centres undefined),-8,91*,-13,1,6,2,0.1,-283
C[C@H](NC(=O)C[C@H]1CC[C@@H]2[C@H](COC[C@@H](O)CN2C)O1)c1ccccc1,-3,5,-5,-4,-7,5,-0.1,-2
CCNC(=O)C[C@H]1CC[C@@H]2[C@H](COC[C@H](O)CN2C(=O)c2ccccn2)O1,-1,nt,0,1,nt,2,0.4,nt
CC(NC(=O)C1CCN(S(=O)(=O)N2CCC3(CC2)OCCO3)CC1)c1ccccc1 (centres undefined),nt,-3,nt,nt,1,-10,6.4,-2
C[C@@H]1CN(Cc2cn(C)nc2-c2cccc(Cl)c2)C[C@H](C)O1,nt,-1,nt,nt,4,-30,nt,-13
O=C(Nc1cc(F)ccc1F)N[C@@H]1CC[C@@H](CCn2cc(C3CCCC3)nn2)O[C@H]1CO,nt,0,nt,nt,0,nt,0.0,6

# Looked up one by one from the entries so far:
SMILES,esBAF inh,CASP6 VEID inh,RAD54 branch,PglD inh,ERp5 inh,ARNT TACC3 PPI,E-selectin induc,RAD52 inh
CCNC(=O)C[C@H]1CC[C@@H]2[C@H](COC[C@H](O)CN2C(=O)c2ccccn2)O1,-1,nt,0,1,nt,2,0.4,nt
CCCCn1c(N)c(N(CCOC)C(=O)c2ccco2)c(=O)[nH]c1=O,nt,7,-6,-1,1,-4,8.9,-4
CCOc1ccc(C2C(C(=O)c3cccs3)=C(O)C(=O)N2Cc2cccnc2)cc1 (centres undefined),nt,1,nt,nt,-11,2,nt,-14
CC(NC(=O)C1CCN(S(=O)(=O)N2CCC3(CC2)OCCO3)CC1)c1ccccc1 (centres undefined),nt,-3,nt,nt,1,-10,6.4,-2
C[C@@H]1CN(Cc2cn(C)nc2-c2cccc(Cl)c2)C[C@H](C)O1,nt,-1,nt,nt,4,-30,nt,-13

# Carrying on.
SMILES,esBAF inh,CASP6 VEID inh,RAD54 branch,PglD inh,ERp5 inh,ARNT TACC3 PPI,E-selectin induc,RAD52 inh
O=C(CCNC(=O)c1ccc(Cl)cc1)Nc1ccc(S(=O)(=O)N2CCOCC2)cc1,-6,0,1,1,-2,20,0.1,-18
Cc1ccc(S(=O)(=O)Nc2cccc3c2O[C@H](CN(C)S(=O)(=O)c2ccc(Cl)cc2)[C@@H](C)CN([C@H](C)CO)C3=O)cc1,nt,-2,nt,nt,5,nt,0.1,5
CCC(C)(C(=O)NC1CCCC1)N(C(=O)c1cnccn1)c1ccccc1 (centres undefined),-3,0,-1,3,-4,-6,-1.3,-9
Nc1n[nH]c(CCCO)n1,-5,nt,1,7,nt,-5,nt,nt
N/C(Cc1ccc(Cl)cc1)=N\OC(=O)CCc1ccccc1,4,0,-4,3,-3,nt,-0.2,-8
CC(C)(C)OC(=O)NCCCCCc1nnc(SCc2ccc(F)cc2)o1,nt,6,3,6,7,-12,nt,10
CCc1nc(SCC(=O)N2c3ccccc3CC2C)c2c(C)c(C)sc2n1 (centres undefined),nt,0,nt,nt,5,-1,nt,-13
CCC(CO)Oc1cc(NCc2ccccc2F)c2ncn(C(C)C)c2c1 (centres undefined),0,8,-12,-1,10,5,-0.2,14
CN(C)CCNC(=O)Cn1nc(C(F)F)cc1C1CC1,-2,nt,-1,5,nt,23,nt,nt
COc1ccc(C)cc1NC(=O)CCN1CCN(C/C=C/c2ccccc2)CC1,0,-1,-8,-4,-2,0,nt,-18
Oc1ccc2ccccc2c1CNc1ccccc1,12,1,4,-6,2,12,-0.8,-51
Cc1cc(Cl)nc(Cl)c1C(=O)NCCc1ccccc1,13,5,-15,0,-10,-3,-0.3,-15
COc1ccc(OC)c(NC(=O)C2(C)CCN2C(=O)Cc2ccccc2)c1 (centres undefined),-10,1,-5,0,7,nt,-0.1,-12
CC(C)C(=O)c1cn(CC(=O)NCc2ccc3c(c2)OCO3)c2ccccc12,28,nt,-2,3,nt,5,1.1,nt
COC(=O)c1ccc(OC)c(OC2CCCC2)c1,-9,2,nt,nt,6,-2,0.8,-14
COc1cc(C)ccc1OCCCOc1ccccc1Cl,71*,nt,0,5,nt,1,nt,nt
O=C(Nc1ccc(F)c(Cl)c1)c1ccc2sc([C@@H]3O[C@H](CO)[C@H](O)[C@H](O)[C@H]3O)nc2c1,2,5,-7,3,-1,nt,-0.1,-8
C[C@H]1CCCCO[C@H](CN(C)Cc2ccncc2)[C@@H](C)CN([C@@H](C)CO)C(=O)c2cc(NC(=O)c3ccncc3)ccc2O1,nt,0,-8,6,-4,-15,0.2,1
N#C/C(=C(/O)CSc1ccccn1)c1nc2ccccc2s1,nt,1,nt,nt,0,-4,7.8,-69
CN1C(=O)c2cc(NC(=O)C3CC3)ccc2OC[C@H]2O[C@@H](CC(=O)NCCc3ccncc3)CC[C@H]21,-7,2,-11,-1,0,-2,0.2,4
O=C(C[C@@H]1CC[C@@H](NS(=O)(=O)c2ccc(F)cc2)[C@H](CO)O1)NC1CCC1,-4,-2,-3,3,-7,-6,0.0,10
COC(=O)c1ccc(Cn2cnc3ccccc3c2=O)cc1,9,nt,3,-2,nt,3,nt,nt
COc1ccccc1S(=O)(=O)c1ccccc1[N+](=O)[O-],9,1,-5,6,0,1,-0.3,-18
CCCCN1C2=NC(c3ccccc3)CN2c2ccccc21 (centres undefined),nt,-2,nt,nt,-1,-3,nt,-1
O=c1[nH]cnc2scc(-c3ccc(Br)cc3)c12,nt,-2,nt,nt,-7,-8,-0.8,-15
CCC/C=C/c1ccc(CN2C(CC(C)C)C(=O)N(Cc3cn(CCC4OCCCO4)nn3)CCS2(=O)=O)cc1 (centres undefined),8,1,-4,-2,3,nt,0.0,0
CC1CCN(C(=O)CN2C(=O)COc3ccc(Cl)cc32)CC1,5,-3,-6,2,4,nt,nt,-3
CC(C)c1ccc(CNC(=O)C(=O)NCCCn2ccnc2)cc1,9,-25,1,3,17,31,-0.3,-11
Cc1cccc(NC(=O)/C=C/c2cccs2)n1,20,nt,3,1,nt,-3,nt,nt
CCCNC(=O)C[C@H]1CC[C@@H]2[C@@H](COc3ccc(NC(=O)c4cccc(OC)c4)cc3C(=O)N2C)O1,0,0,8,2,3,-6,0.0,-4
C[C@@H]1CN([C@H](C)CO)C(=O)c2cccc(NS(=O)(=O)c3cccs3)c2O[C@@H]1CN(C)S(=O)(=O)c1ccccc1,-1,-3,-12,-3,4,3,0.0,-20
C[C@H]1CN([C@@H](C)CO)C(=O)c2cc(C#CCN(C)C)cnc2O[C@H]1CN(C)Cc1cccc(C(=O)O)c1,-2,-1,-8,-1,-3,-4,nt,-17
COc1ccc(OC)c(S(=O)(=O)Nc2ccc3oc(C)c(C(C)=O)c3c2)c1,3,0,-20,4,-1,3,nt,-9
C[C@H](NC(=O)C[C@@H]1C=C[C@H](NC(=O)c2cccnc2)[C@H](CO)O1)c1ccccc1,1,-2,-10,-4,-5,6,-0.2,-6
COc1ccc(C(=O)NNc2ccccc2)cc1,nt,nt,9,-1,nt,-10,0.1,nt
CCCC#Cc1cnc2c(c1)C(=O)N([C@H](C)CO)C[C@@H](C)[C@@H](CN(C)C(=O)c1ccc(F)cc1)O2,-2,0,-2,1,-1,-5,-0.4,10
NC(N)=N/N=C/c1ccc(OCc2ccccc2)c(OCc2ccccc2)c1,-83,nt,-3,-4,2,16,nt,10
Cc1ccc(S(=O)(=O)Nc2ccc3c(c2)CC(=O)N([C@@H](C)CO)C[C@H](C)[C@@H](CN(C)C(=O)Nc2cccc4ccccc24)O3)cc1,1,1,2,2,-4,2,0.0,-9
Cc1ccc(/C=N/N2C(=S)SC(C)(C)C2N(O)C(=O)Nc2ccc([N+](=O)[O-])cc2)cc1 (centres undefined),0,nt,16,7,nt,14,nt,nt
Cc1ccccc1NC(=O)COC(=O)c1n[nH]c(=O)c2ccccc12,6,0,0,-7,1,-3,-0.1,0
CCCn1c(N)c(Sc2ccc(C)cc2)c(=O)n(CCC)c1=O,nt,-1,nt,nt,-4,-3,-0.4,1
CCN(CC)c1ncnc2c1ncn2[C@H]1CN(Cc2ccc(F)cc2)C[C@@H](CO)O1,-6,-3,-4,0,-4,nt,-0.1,-1
CC(C)Cn1c(-c2ccncc2)n[nH]c1=S,-2,2,3,2,-3,-15,nt,-19
CNCCCCOc1ccccc1-c1ccccc1,nt,1,8,-5,-6,34,-1.5,-3
CO[C@@H]1CN(C)C(=O)c2cc(NS(=O)(=O)CC(F)(F)F)ccc2OC[C@H](C)NC[C@H]1C,-1,0,8,0,6,2,0.2,-11
Cc1ccc(C)c(NC(=S)/C(=C(\[O-])c2ccc(Cl)s2)[n+]2ccccc2)c1,nt,-4,nt,nt,-3,-4,6.1,-10
COc1ccc(NC(=O)N(C)C[C@@H]2OCCCC[C@H](C)Oc3ccc(NC(=O)Cc4ccccc4)cc3C(=O)N([C@H](C)CO)C[C@H]2C)cc1,7,-3,-4,-2,1,1,0.1,-1
CCc1ccc(CNC(=O)C(=O)NCCc2ccc(OC)c(OC)c2)cc1,-9,nt,-2,6,nt,-5,nt,nt
